# Screening data as filed in PubChem.
# Rab9 prom act – activates the Rab9 promoter; hit rate 2.8% among 320,000; Potency, µM (top dose mostly 9.22 µM), for the others: at the top dose activation, negative = inhibition, usual class: activators; AID 485297; Huh7 Rab9 promoter-luciferase reporter, luminescence, 24 h; further: potency means the concentration at half of the fitted maximal effect; % of control where 0% means no effect; nearly all actives have a fitted effect of over 60% in size
#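 Rab9 promoter-driven luciferase in stably transfected Huh7 cells; 1500 cells/well rested 2 h, exposed to compound in DMSO for 24 h at 37 °C, 5% CO2. Luminescence read 10 min after adding luciferase reagent at ambient temperature.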
# Menin MLL FP TR – menin-MLL binding inhibition, Texas Red mutant peptide; Menin + Texas Red MLL mutant peptide, fluorescence polarization; Potency, µM (titrated, usually from 61.6 µM), without a hit: at the highest dose FP activity change, negative = inhibition, most hits filed as inhibitors; hit rate 0.23% among 270,000; AID 1768; active means well fitted inhibition curve with a large enough effect in the polarisation, with a control signal flat, not every such curve was filed as active; inconclusive means small, poorly fitted or top-dose-only effect, or effect the other way, or a change in a side signal; inactive means no such curve, though single readings can be large or run the other way; the % refers to the polarisation; further: potency means the concentration at half of the fitted maximal effect; % of control where 0% means no effect; many of its hits are not listed in these tables
# FLuc modulator – counter-screen for miR-21 project: firefly luciferase inhibitors or activators; AID 588342; Potency, µM (doses to about 57.5 µM), for the others: at the top dose activity change, negative = inhibition, usual class: inhibitors; hit rate 6.9% among 360,000; purified FLuc, Km substrates, luminescence inhibition;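 further: potency means the concentration at half of the fitted maximal effect; plate controls were vehicle for no effect and reference inhibitor for full effect; nearly all actives have a fitted effect of over 55% in size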
# Target sequence (P08659 whole entry, looked up): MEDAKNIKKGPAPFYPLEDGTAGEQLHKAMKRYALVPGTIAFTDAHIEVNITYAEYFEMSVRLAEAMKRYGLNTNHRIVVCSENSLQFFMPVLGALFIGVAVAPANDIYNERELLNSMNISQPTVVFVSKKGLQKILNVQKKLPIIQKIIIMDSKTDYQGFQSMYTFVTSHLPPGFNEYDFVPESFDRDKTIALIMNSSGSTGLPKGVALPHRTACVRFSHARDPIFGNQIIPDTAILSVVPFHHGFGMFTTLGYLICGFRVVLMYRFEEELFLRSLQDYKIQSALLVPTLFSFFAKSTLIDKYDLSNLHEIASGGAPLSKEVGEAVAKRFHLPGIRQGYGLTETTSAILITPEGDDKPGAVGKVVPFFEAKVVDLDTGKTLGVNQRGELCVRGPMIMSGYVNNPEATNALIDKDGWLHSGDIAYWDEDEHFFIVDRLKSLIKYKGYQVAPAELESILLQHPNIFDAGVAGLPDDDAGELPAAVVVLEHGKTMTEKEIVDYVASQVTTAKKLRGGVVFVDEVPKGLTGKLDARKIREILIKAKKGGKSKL
#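 Purified P. pyralis luciferase, 10 nM final, with Km-level 10 uM D-luciferin and 10 uM ATP in 50 mM Tris acetate pH 7.5, 10 mM Mg acetate, 0.01% Tween-20, 0.05% BSA; 6-point qHTS titration about 60 µM downward; luminescence read.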
# Mito fusion yeast – blocks mitochondrial division or promotes mitochondrial fusion; AID 485298; hit rate 0.23% among 320,000; Potency, µM (highest dose often 46.1 µM), inactives show top-dose growth rescue (activation), usual class: activators; S. cerevisiae fusion-defective mutant growth rescue, CellTiterGlo 48 h;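 further: potency means the concentration at half of the fitted maximal effect; % of control where 0% means no effect; nearly all actives have a fitted effect of over 45% in size; temperature-sensitive fusion mutants such as fzo1-1 at 37 °C on non-fermentable ethanol glycerol medium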
#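 Compounds are tested for their ability to restore growth of mitochondrial fusion-defective yeast strains at non-permissive 37C in YPEG medium over 48 hours. Viability is quantified by luciferase luminescence.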
# RORg inh – blocks mouse ROR gamma transcriptional activity | hit rate 5.4% among 310,000 | AID 2551 | Drosophila S2 Gal4-RORgamma UAS-luciferase reporter, 20 h | Potency, µM (top dose mostly 53.6 µM), inactives show top-dose activity change, negative = inhibition, hits mostly inhibitors; further: potency means the concentration at half of the fitted maximal effect; on the % scale 0 is the no-effect control and ±100 the full control effect; nearly all actives have a fitted effect of over 60% in size
#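 Drosophila S2 cells stably expressing Gal4-DBD/mouse RORγ fusion under metallothionein promoter plus UAS-luciferase; compound 1 h, then 700 uM CuSO4 induction for 20 h at ambient temperature; inhibition read as reduced luminescence.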
# KCNH2 3.1 inh – inhibitors of human KCNH2 3.1 potassium channel isoform | U2OS KCNH2 3.1, thallium flux FluxOr; active compounds read low | activity change, % (tested at about 1.8 µM) | hit rate 0.95% among 340,000;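 active means maximum activity change below -70%; inconclusive means maximum activity change from -70% to -50%; inactive means maximum activity change above -50%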;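 further: thallium influx rate constant from kinetic fluorescence after stimulation buffer; on the % scale 0 is the no-effect control and ±100 the full control effect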
#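 Thallium flux read-out: FluxOr dye with Red40 quencher in HBSS/HEPES, 45 min at RT. Rate constants from kinetic reads were normalized to positive and negative DMSO controls. Cells: U2OS virally expressing the 3.1 isoform.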
# VP16 counter – inhibits Gal4-VP16 luciferase reporter, ROR gamma counter-screen. Drosophila S2 Gal4-VP16 UAS-luciferase, luminescence, 20 h. Potency, µM (titrated, usually from 53.6 µM), for the others: top-dose activity, negative = inhibition, hits mostly inhibitors. hit rate 3.5% among 310,000;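 further: Gal4-VP16 expression switched on by copper sulfate through the metallothionein promoter; potency means the concentration at half of the fitted maximal effect; on the % scale 0 is the no-effect control and ±100 the full control effect; nearly all actives have a fitted effect of over 50% in size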
# NPC1 prom act – activates the NPC1 promoter; Huh7 NPC1 promoter luciferase reporter, 24 h; Potency, µM (doses to about 9.22 µM), without a hit: at the highest dose activation, hits mostly activators; hit rate 2.4% among 320,000; AID 485313;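 further: potency means the concentration at half of the fitted maximal effect; % of control where 0% means no effect; nearly all actives have a fitted effect of over 60% in size; reporter is driven by a mutant NPC1 promoter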
#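 Quantitative HTS used a cell-based reporter: Huh7 cells stably bearing the NPC1 promoter upstream of luciferase were treated with compounds for 24 h, and promoter activation was read as luminescence.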
# PKM2 act – PKM2 (human) enzyme activation; purified PKM2, Kinase-Glo ATP luminescence, activation; response scale: 0% is enzyme alone, no compound; AID 1631; hit rate 0.34% among 260,000; Potency, µM (top dose mostly 57.5 µM), for the others: top-dose activation, usual class: activators; P14618; further: potency means the concentration at half of the fitted maximal effect; on the % scale 0 is the no-effect control and ±100 the full control effect; nearly all actives have a fitted effect of over 55% in size
#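 Kinase-Glo luminescence reports ATP generated from ADP (0.1 mM) and PEP (0.5 mM) by purified hPK-M2 after 1 h at room temperature, pH 7.2 imidazole buffer; intermediate enzyme activity allows detecting inhibitors and activators.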
# MBNL1-CUG inh – MBNL1-poly(CUG) RNA binding inhibition; Q9NR56; TR-FRET MBNL1-His/biotin-(CUG)12 binding, 665/545 ratio; Potency, µM (titrated, usually from 57.5 µM), inactives show top-dose activity change, negative = inhibition, actives largely listed as inhibitors; hit rate 0.036% among 280,000; active means well fitted inhibition curve with a large enough effect in the signal ratio, with a control signal flat, not every such curve was filed as active; inconclusive means small, poorly fitted or top-dose-only effect, or effect the other way, or a change in a side signal; inactive means no such curve, though single readings can be large or run the other way; the % refers to the signal ratio; further: potency means the concentration at half of the fitted maximal effect; on the % scale 0 is the no-effect control and ±100 the full control effect
# Target sequence (Q9NR56 whole entry, looked up): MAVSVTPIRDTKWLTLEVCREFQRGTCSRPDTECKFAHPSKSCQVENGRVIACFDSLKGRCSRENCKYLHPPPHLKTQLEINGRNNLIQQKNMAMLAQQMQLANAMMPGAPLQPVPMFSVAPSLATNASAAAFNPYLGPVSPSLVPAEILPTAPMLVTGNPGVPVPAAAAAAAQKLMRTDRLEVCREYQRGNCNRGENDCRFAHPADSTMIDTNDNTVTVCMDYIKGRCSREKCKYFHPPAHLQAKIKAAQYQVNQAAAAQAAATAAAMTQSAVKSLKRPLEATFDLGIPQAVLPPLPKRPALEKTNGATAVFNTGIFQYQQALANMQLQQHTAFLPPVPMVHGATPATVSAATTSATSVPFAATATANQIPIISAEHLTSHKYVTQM
#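 His-tagged MBNL1 binding to biotinylated (CUG)12 RNA was measured by TR-FRET using terbium anti-His antibody (0.055 ng/ul final) and streptavidin-XL665 (5 nM final). Compounds were titrated 92 nM to 58 uM; 60 min at room temperature.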
# ELG1 DNA repair – blocks ELG1-dependent DNA repair in HEK293T cells. HEK293T ELG1-luciferase reporter, luminescence, 16 h; DNA damage induced by 5-fluorouridine. AID 504467. hit rate 2.3% among 330,000. Potency, µM (series often up to 46.1 µM), for inactives: at the highest dose activity change, negative = inhibition, actives largely listed as inhibitors; further: potency means the concentration at half of the fitted maximal effect; on the % scale 0 is the no-effect control and ±100 the full control effect; nearly all actives have a fitted effect of over 55% in size
#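 Overnight (16 hr) co-exposure of 2,000 cells/well to 5-fluorouridine and compound at 37 °C preceded detection. Luciferase was quantified via ONE-Glo luminescence; loss of signal denotes inhibition.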
# An asterisk follows results filed as active; ? = inconclusive; nt = no result given; [ ] = remark or other dose. Unless noted, the call rests on the fitted dose curve; in most records, active means well fitted curve in the direction sought with a large enough effect; inconclusive means small, poorly fitted or top-dose-only effect, or another doubt; inactive means no such curve, though single readings can be large; an effect the other way counts as inactive or inconclusive.
SMILES,Rab9 prom act,Menin MLL FP TR,FLuc modulator,Mito fusion yeast,RORg inh,KCNH2 3.1 inh,VP16 counter,NPC1 prom act,PKM2 act,MBNL1-CUG inh,ELG1 DNA repair
N#CCCN(Cc1cccnc1)S(=O)(=O)c1ccc2ccccc2c1,-4.1%,nt,3.8%,7.4%,nt,-6.8,nt,-1.2%,nt,nt,-13.2%
COc1ccc(NC(=O)c2cc3c(=O)n4ccccc4nc3n2C)c(OC)c1,17.1%,1.1%,4.3%,1.8%,-0.1%,-11.9,-14.4%,21.9%,-1.3%,7.8%,?
Nc1cc[n+](CC(=O)c2ccc3c(c2)OCCO3)cc1,-46.1%[inhibitor],2.1%,-0.7%,5.1%,1.5%[10 µM],9.4,-16.2%,-30.2%[inhibitor],-3.0%,nt,-6.6%
O=C1NC(=S)N/C1=C\c1cccnc1,14.0%,nt,-23.6%,0.8%,2µM*,8.4,?,22.4%,5.0%,-9.0%,?
Cc1cccc(NC(=O)C2CCN(c3nc(C)cc(C)n3)CC2)c1,4.2%,7.8%,4.5%,10.7%,8.0%,6.0,-4.0%,-5.6%,-0.6%,8.2%,-25.8%
CCOC(=O)N1C=CC(C)=C[C@@H]2[C@@H](N3C(=O)c4ccccc4C3=O)C(=O)N21,-3.9%,-1.9%,-2.7%,0.2%,-9.9%,32.1,-1.7%,-0.7%,1.9%,12.7%,1.9%
Cc1cccc(-n2ccnc2SCC(=O)Nc2cccc(S(=O)(=O)NC3=NCCC3)c2)c1C,-1.8%,nt,1.1%,0.3%,nt,7.3,nt,-6.1%,nt,nt,-22.2%
Cc1cccc(NCc2nc(SCC(=O)Nc3ccccc3)n[nH]2)c1,2.0%,-3.1%,-13.7%,-0.8%,-7.6%,-6.8,-4.6%,-1.1%,2.0%,-3.1%,-17.9%
COc1ccc(N2C(=O)CC(C3CCCO3)C2=O)cc1 (centres undefined),13.6%,1.8%,2.1%,-5.4%,8.4%,-6.6,0.2%,-2.8%,1.8%,-4.3%,-4.9%
COc1ccc(S(=O)(=O)N2CCCCC2)cc1C(=O)N1CCCC1,-4.0%,nt,1.8%,-0.5%,2.6%,-11.2,5.3%,0.8%,nt,-1.2%,11.2%
O=C(NNc1c(Cl)cccc1Cl)c1ccno1,-3.8%,nt,3.1%,-1.1%,-2.1%,1.4,-2.7%,-2.1%,0.5%,2.4%,12.0%
Cc1c(Cl)cccc1NC(=O)CN1CCN(CCN=CC2=C(O)CC(c3ccccc3)CC2=O)CC1 (centres undefined),-0.1%,-15.8%,-17.9%,8.5%,6.9%,-9.3,4.6%,1.1%,11.6%,-9.1%,23.5%
Cc1ccc(N=Cc2cc(Cc3ccccc3Cl)cc([N+](=O)[O-])c2O)c(O)c1,29.6%,?,?,-28.7%,6.31µM*,19.4,4.47µM*,5.6%,-0.4%,-6.2%,?
O=C(OCc1nnc(-c2ccccc2)o1)c1ccc(-n2cnnn2)cc1,7.4%,nt,-9.7%,13.6%,nt,18.8,nt,0.1%,nt,nt,20.2%
CCN(C(=O)CSc1nnc(Nc2cccc(C)c2C)s1)C1CCS(=O)(=O)C1 (centres undefined),0.5%,14.1%,?,1.5%,34.1%,5.8,-10.3%,-3.1%,-6.5%,-13.8%,-2.6%
CN(C)C(=O)c1nc2ccc(Cl)cn2c1CN1CCCC(OCc2ccccc2)C1 (centres undefined),-3.0%,-15.0%,-0.1%,6.1%,-2.7%,-6.1,1.7%,-2.6%,-1.0%,0.0%,?
Nc1c2c(nc3ccc(Br)cc13)N(Cc1ccccc1)CC2,-0.4%,6.8%,16.9µM*,14.1%,?,-12.8,3.6%,0.3%,-0.7%,?,-6.3%
CCCn1ncc(OC)c(Cl)c1=O,-0.1%,4.9%,4.4%,-1.9%,8.0%,-2.7,3.8%,2.4%,1.9%,1.7%,-5.9%
CC(N)c1ccc(Cl)cc1Cl (centres undefined),1.1%,-0.9%,1.9%,-0.1%,-18.4%,-26.1,-10.3%,-0.5%,19.3%,-4.0%,22.7%
Cc1ccc(NC(=O)/C(C#N)=C/c2cc(C)n(-c3ccc(N4CCOCC4)c([N+](=O)[O-])c3)c2C)c(C)c1,-12.3%,9.9%,1.0%,-15.3%,?,-7.7,-22.9%,-22.2%,-1.2%,9.8%,?
COc1cccc(CNc2nnnn2C)c1OC,0.1%,-22.8%,2.4%,3.0%,-25.4%,-13.6,11.5%,-1.2%,-0.4%,-1.4%,3.7%
Cc1cccc(C(=O)Nc2cccc(NC(=O)c3ccccc3)c2)c1,-3.0%,?,16.9µM*,-1.8%,18.2%,-27.8,15.0%,9.5%,-0.5%[11.5 µM],-4.5%,-29.9%
O=C(N/N=C/c1cccc(NC(=O)c2ccc(Cl)cc2)c1)c1ccc(O)cc1,3.98µM*,nt,1.35µM*,-20.8%,-33.9%,-8.0,-9.8%,2.51µM*,-18.4%,-4.1%,?
COc1ccc(/C=C2\CCn3c2nc2cc(C(=O)O)ccc2c3=O)cc1OC,-33.7%[inhibitor],?,-3.8%,27.2%,15.7%,-3.1,5.6%,-2.9%,5.5%,?,-2.6%
CN(C)S(=O)(=O)c1cccc(-c2cn3ccccc3n2)c1,25.9%,?,-11.1%,0.0%,23.9%,-6.1,5.3%,14.1%,-0.5%,-2.1%,?
Cc1ccc(CCNC(=O)c2ccc3nc4ccccc4c(=O)n3c2)cc1,0.4%,-0.9%,0.3%,18.1%,2.1%,10.1,-4.1%,-0.1%,nt,0.0%,?
O=C(Nc1ccccc1Cl)O/N=C(/c1ccccc1)c1ccccn1,9.2%,nt,-8.1%,-5.8%,?,-10.1,-20.4%,1.2%,-4.4%,4.5%,-6.1%
CN1CCN(C2=NC(=O)/C(=C/c3ccccc3OS(=O)(=O)c3ccccc3)S2)CC1,-2.4%,nt,4.0%,-0.9%,24.3%,-10.7,-9.1%,-2.2%,-0.3%,?,11.7%
Cc1cc(/C=C(\C#N)C(=O)Nc2ccccc2)c(C)n1-c1ccc2c(c1)OCO2,1.3%,4.3%,10.7µM*,4.2%,11.2%,-5.5,9.4%,6.0%,-1.3%,23.2%,?
CC(C)c1ccc2[nH]c(O)c(N=NC(=O)c3cccc(S(=O)(=O)N4CCCCC4)c3)c2c1,-4.0%,?,-19.2%,-1.9%,?,-2.9,1.7%,-1.3%,7.2%,?,10.3µM*
NC(=O)c1ccc(NC(=O)COC(=O)C(Cc2ccccc2)NC(=O)c2ccccc2)cc1 (centres undefined),-14.6%,3.5%,3.3%,-0.4%,-24.2%,-5.8,14.6%,-3.2%,-0.6%,-1.5%,-5.3%
O=C(CC1(O)C(=O)Nc2ccccc21)c1cccnc1 (centres undefined),8.0%,-23.4%,-0.6%,-0.8%,-26.7%,-5.8,2.0%,-0.7%,-8.3%,21.9%,-0.1%
NS(=O)(=O)c1ccc(CNC(=O)CNC(=O)c2ccc(F)cc2)cc1,2.4%,1.2%,4.7%,-6.4%,30.3%,3.0,2.4%,-6.5%,nt,-1.1%,7.1%
CNC(=S)NNS(=O)(=O)c1ccc(OC)cc1OC,-2.4%,-3.3%,1.7%,-0.4%,6.4%,?,-15.2%,-3.4%,-1.5%,-2.8%,4.1%
COc1ccc(N(CC(=O)NCc2ccccc2C)S(=O)(=O)c2ccc(C)cc2)cc1OC,6.4%,?,1.3%,3.5%,2.4%,14.0,-2.2%,0.1%,nt,0.5%,-4.9%
O=C1NC2(CCCCC2)C(=O)N1c1ccccc1,-6.4%,0.0%,-1.0%,0.0%,0.2%,-17.1,-0.2%,-0.6%,-4.8%,-0.1%,1.7%
S=C(Nc1ccc2nsnc2c1)N1CCCC1,25.7%,?,?,-0.2%,7.94µM*,5.4,11.2µM*,14.5%,8.2%,?,?
COC(=O)c1ccc(COc2ccc3c4c(c(=O)oc3c2)CCC4)o1,8.8%,-5.7%,-1.9%,3.1%,2.2%,5.0,0.4%,-2.2%,-6.5%,5.7%,23.4%
C=CCn1c(SCc2nc3sc4c(c3c(=O)[nH]2)CCCC4)nc2ccccc2c1=O,-8.1%,-0.2%,0.0%,-4.6%,14.8%,-11.3,7.1%,-1.6%,-4.5%,nt,0.0%

# Not all compounds are listed, so the mix of outcomes need not match the whole.
